Assay outcomes (PubChem BioAssay)
PPARg SRC-3 ag: PPARgamma agonists recruiting SRC-3 coactivator, primary screen, biochemical | Peroxisome proliferator-activated receptor gamma (Homo sapiens), P37231 | biochemical PPARgamma/SRC-3 coactivator recruitment assay | activation, % at 8 µM | 200,000 tested, 0.26% active | AID 731, 2007; in the data active = activation above about 23%;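 note: 0% = DMSO and 100% = reference agonist; some compounds past the cut are filed as inactive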
Target sequence (P37231 whole entry, looked up): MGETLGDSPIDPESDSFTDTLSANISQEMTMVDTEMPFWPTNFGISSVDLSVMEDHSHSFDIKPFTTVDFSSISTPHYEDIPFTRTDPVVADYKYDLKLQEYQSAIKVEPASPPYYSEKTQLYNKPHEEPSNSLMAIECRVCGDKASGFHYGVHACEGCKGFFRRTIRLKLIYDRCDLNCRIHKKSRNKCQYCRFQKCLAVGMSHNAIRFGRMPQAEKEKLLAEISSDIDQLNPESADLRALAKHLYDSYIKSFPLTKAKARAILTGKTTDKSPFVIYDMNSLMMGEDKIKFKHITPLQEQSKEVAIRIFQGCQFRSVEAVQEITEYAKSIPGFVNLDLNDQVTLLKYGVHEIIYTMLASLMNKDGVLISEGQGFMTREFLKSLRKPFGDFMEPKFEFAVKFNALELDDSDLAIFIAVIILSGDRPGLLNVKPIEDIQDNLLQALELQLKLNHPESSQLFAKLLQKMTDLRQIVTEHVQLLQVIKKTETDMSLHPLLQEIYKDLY
bIAP inh: bovine intestinal alkaline phosphatase inhibitors, primary screen, selectivity assay for TNAP inhibitor project, biochemical, bovine IAP, CDP-star luminescence; alkaline phosphatase, intestinal [Bos taurus]; 190,000 tested, under 10 active; purified bovine IAP, 30 min; inhibition, % at 20 µM; AID 1019, 2008;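 active = over 50% inhibition of intestinal alkaline phosphatase at 20 µM in the single-dose screen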
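Incubation: 30 min reaction at room temperature / Material: purified bovine intestinal alkaline phosphatase (IAP) enzyme / Input: enzyme at 1/65,000,000 dilution / Dosing: 20 µM single dose / Signal: CDP-star luminescence signal / Reagent: CDP-star chemiluminescent phosphatase substrate, 30 µM final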
TR-FRET SRC-2 ct: TR-FRET signal artefacts, primary screen, artefact control for PPARgamma SRC-2 agonist project, biochemical; TR-FRET artefact counter-screen; hits give high values; TR-FRET ratio at 8 µM; 200,000 tested, 0.4% active; in the data active = TR-FRET ratio above about 2000; note: inactives centre near 1500
bIAP act: bovine intestinal alkaline phosphatase activators, primary screen, biochemical, bovine IAP, CDP-star luminescence | alkaline phosphatase, intestinal [Bos taurus] | purified bovine IAP, 30 min; hits give high values; fold of DMSO-control signal, blank-subtracted | activation factor at 20 µM | 200,000 tested, 0.17% active;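 active = activation factor of 2 or more at 20 µM, a signal rise over negative controls twice the positive control's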
PPARg SRC1 recr: PPARgamma agonists recruiting SRC-1 coactivator, primary screen, biochemical; AID 631, 2007; 200,000 tested, 0.41% active; activation, % at 8 µM; Peroxisome proliferator-activated receptor gamma (Homo sapiens), P37231; PPARgamma-SRC-1 coactivator recruitment biochemical assay; in the data active = activation above about 19%;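 note: 0% = DMSO and 100% = reference agonist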
PPARg SRC2 recr: agonists of PPARg-SRC-2 recruitment, primary screen, biochemical, HTS; Peroxisome proliferator-activated receptor gamma (Homo sapiens), P37231; PPARgamma LBD-SRC-2 recruitment; activation, % at 8 µM; 200,000 tested, 0.34% active; AID 1032, 2008; in the data active = activation above about 22%;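 note: 0% = vehicle and 100% = reference agonist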
ROMK primary: ROMK potassium channel modulators, primary screen, cell-based, thallium flux, MLSMR library | Tet-inducible ROMK, thallium flux fluorescence; actives lie on both sides | B-score at 10 µM | 130,000 tested, 2% active;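 active = signal ratio slope over the read window, or its plate-corrected B-score, at least 3 SD from the plate mean, either direction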;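 note: B-score of the F/F0 ratio slope over 7 to 12 s after thallium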
S1P3 antag: S1P3 receptor antagonists, primary screen, cell-based; Sphingosine 1-phosphate receptor 3 (Homo sapiens), Q99500; CHO S1P3 NFAT-BLA reporter, FRET fluorescence, antagonist mode; inhibition, % at 4.98 µM; 170,000 tested, 0.27% active;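 active = inhibition above the plate cutoff, the mean inhibition of test wells on that plate plus 3 SD, cut at about 28% in these data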;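 note: cells challenged with S1P at its EC80 of 0.8 µM; blue over green emission ratio from cleaved BLA substrate after 4 h stimulation; 0% = S1P-stimulated wells and 100% = unstimulated DMSO-only wells; some compounds past the cut are filed as inactive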
Target sequence (Q99500 whole entry, looked up): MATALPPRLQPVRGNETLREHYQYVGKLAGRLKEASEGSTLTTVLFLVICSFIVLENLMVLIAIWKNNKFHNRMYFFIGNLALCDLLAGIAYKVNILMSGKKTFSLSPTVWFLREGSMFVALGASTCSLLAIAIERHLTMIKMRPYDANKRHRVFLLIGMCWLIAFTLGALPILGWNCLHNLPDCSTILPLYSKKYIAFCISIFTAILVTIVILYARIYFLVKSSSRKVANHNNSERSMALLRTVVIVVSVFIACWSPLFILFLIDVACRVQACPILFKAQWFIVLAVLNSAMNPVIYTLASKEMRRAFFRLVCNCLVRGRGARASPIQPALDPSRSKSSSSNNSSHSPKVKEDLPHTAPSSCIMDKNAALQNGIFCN
TLR4 MyD88 comp: inhibitors of TLR4-MyD88 association in cells, primary screen, cell-based, HeLa CL3-4, BLA complementation, FRET ratio; 200,000 tested, 0.18% active; inhibition, % at 8.4 µM; Toll-like receptor 4 (Homo sapiens) + Myeloid differentiation primary response protein …; HeLa CL3-4 TLR4/MyD88 BLA complementation; in the data active = inhibition above about 25%;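 note: 0% = vehicle and 100% = reference inhibitor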
DTT redox prof: compounds producing H2O2 with reducing agent – biochemical, NIH compound library profiling, artefact control for MLSCN library redox annotation, primary screen; DTT-dependent redox cycling H2O2, phenol red/HRP absorbance; 100% = 100 µM peroxide control, 0% = buffer; activation, % at 10 µM; 200,000 tested, 0.03% active; AID 878, 2007;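 active = activation of at least 50% relative to the plate's high and low controls in the primary single-dose screen; inactive = activation below 50%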;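 note: compound incubated with DTT at 0.8 mM final as the reducing agent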
L major viab: Leishmania major promastigote growth inhibition, primary screen; Leishmania major promastigotes, resazurin fluorescence viability; inhibition, % at 10 µM; 200,000 tested, 9% active; in the data active = inhibition above about 50%;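 note: promastigotes grown with compound for 44 hours at 28 °C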
* hit, by the source's call; · = not tested or not shown. Hits appear at their usual frequency; any-hit rate near 11%.

SMILES	PPARg SRC-3 ag	bIAP inh	TR-FRET SRC-2 ct	bIAP act	PPARg SRC1 recr	PPARg SRC2 recr	ROMK primary	S1P3 antag	TLR4 MyD88 comp	DTT redox prof	L major viab
COc1ccccc1C(=O)N1CCN(C2CCN(Cc3ccccc3)CC2)CC1	-2	-13	1700	1.1	-2	8	-0.053	-42	3	3.2	91*
Cc1ccc(C)c(OCC(=O)Nc2nonc2NC(=O)COc2cc(C)ccc2C)c1	-8	-17	1540	1.2	-1	11	0.22	4	1	1.6	-1
O=C1c2ccccc2C(Nc2ccc3c(c2)OCCO3)N1Cc1ccccc1 (stereo not given)	·	3	·	1	·	·	·	-15	·	0.1	48
CSc1nnc(C)c(=O)n1COC(=O)COc1ccc(Cl)cc1	-2	6	1607	0.9	4	0	0.52	-11	-1	0.2	-5
Cc1ccc(-c2nnc3sc(-c4ccc5c(c4)OCCO5)nn23)cc1	18	·	1475	·	-3	5	1.1	-14	-9	0.1	-6
CCOC(=O)C[n+]1c(C)csc1C	1	4	1520	1	-4	-1	0.45	-8	11	-0.2	-3
Cn1c2ccc(Cl)cc2c2nc3ccccc3nc21	-5	8	1695	0.9	6	20	·	13	-3	-2.5	0
O=C(c1ccccc1)c1c[nH]c(C(=O)NCCCN2CCOCC2)c1	1	-1	1396	1	-6	0	·	·	0	-5.0	0
O=C1NC2=C(C(=O)CCC2)C(c2ccc3ncccc3c2)N1 (stereo not given)	-6	9	1479	0.9	-4	-4	·	0	-4	2.9	-2
Cc1ccc2nc(N3CCN(Cc4ccc(F)cc4)C3=O)c(C)cc2c1	10	10	1520	0.9	4	4	-2.1	2	-6	-1.4	2
C=CCCC(=O)Nc1nc(C)c(-c2csc(Nc3ccccc3OC)n2)s1	16	4	1657	1	7	11	·	·	-1	-7.5	70*
COc1ccc(NC(=O)CO/N=C2/CCCc3nonc32)c(OC)c1	2	-10	1559	1.1	5	6	0.31	-12	-10	-0.6	-1
Cc1ccccc1Nc1nc(N)nc(CSc2nnnn2-c2ccccc2)n1	1	3	1531	1	9	7	·	-1	5	-0.5	20
COc1cc(/C=C2\SC(=Nc3ccc(N4CCOCC4)cc3)N(C)C2=O)ccc1OC(C)C(=O)O (stereo not given)	6	17	1653	0.8	0	8	·	6	-7	0.5	-1
CC(C)(C)OC(=O)NC(=NCCCc1cn(CC(=O)N2CCN(C(=O)OC(C)(C)C)CC2)nn1)NC(=O)OC(C)(C)C	3	-7	1554	1.1	7	2	·	5	-6	0.8	-1
Cc1ccc(C(=O)OCC(=O)NC(C)C)cc1S(=O)(=O)N1CCOCC1	-1	2	1588	1	2	-3	-0.22	-9	1	0.4	9
COc1ccc(OC)c(CCNC(=O)CSc2ccsc2[N+](=O)[O-])c1	4	0	1450	1	-5	2	-0.086	5	3	-1.6	6
CCOC(=O)C1C2C=CC3(CN(c4ccc(Cl)c(F)c4)C(=O)C13)O2 (stereo not given)	1	9	1257	0.9	-5	8	·	·	-17	-0.2	14
CCC(CC)C(=O)NCCc1cc2c(OC)ccc(OC)c2[nH]c1=O	-4	-4	1588	1	-4	-7	·	-9	2	1.4	-3
Nc1ccc(C23CC4CC(CC(CO)(C4)C2)C3)cc1	2	7	1508	0.9	1	1	·	·	-5	-2.4	-4
CCCCc1nc2sc3c(SCC(=O)NCc4ccco4)ncnc3c2c2c1CCC2	10	2	1710	1	22*	7	·	·	8	2.6	1
O=C(Nc1nc(-c2cc3ccccc3oc2=O)cs1)c1ccc(Br)o1	0	20	1752	0.8	6	-1	1.7	·	-14	0.3	0
C=CCNC(=S)N/N=C/c1ccc(OCc2ccccc2Cl)cc1	2	20	1507	0.8	-2	8	0.65	·	-13	1.4	-3
CSc1ccc(S(=O)(=O)N(CC(=O)NN=C2CCN(C)CC2)c2ccc(C)cc2)cc1	1	0	1395	1	-3	0	·	-3	6	7.9	-6
Cc1cccc(NC(=O)c2cnn(C)c2)c1C	-1	-8	1659	1.1	-9	0	0.2	-1	-3	-0.4	-2
O=C(c1cccnc1)N1N=C2CCCCCC2C1(O)C(F)(F)F (stereo not given)	2	-12	1458	1.1	1	3	0.037	-6	4	-1.4	0
COc1ccc(CSC2=NCCN2)cc1Cl	-6	-19	1534	1.2	5	-4	-0.52	·	4	0.0	99*
O=C(CSc1cn(Cc2ccccc2)c2ccccc12)Nc1nccs1	-10	23	3013*	0.8	-2	1	·	20	12	0.2	12
COc1cc(SC#N)ccc1N=Cc1c(C)[nH]n(-c2ccc(Cl)cc2)c1=O	4	2	1393	1	-1	7	-0.016	·	-9	0.0	32
Cc1nn(Cc2cccc(C(=O)N3CCCC(C)C3)c2)c(C)c1[N+](=O)[O-] (stereo not given)	4	19	1613	0.8	5	-1	-0.67	0	6	-0.5	-11
CCOC(=O)c1sc(NC(=O)C2CC=CCC2C(=O)O)nc1C (stereo not given)	-16	4	1382	1	2	-5	·	18	2	2.1	-6
O=C(NC1CC1)C1CCN(C2CCN(C(=O)/C=C/c3ccc(F)cc3)CC2)CC1	1	7	1512	0.9	3	5	·	11	-7	-1.1	66*
CCn1c(C)c(C2=CCN(S(=O)(=O)c3ccccc3)CC2)c2ccccc21	1	10	1799	0.9	0	-1	-0.6	-3	-3	1.5	28
NC(=S)Cc1nc(-c2ccc(Cl)cc2)cs1	5	29	1603	0.7	3	1	-0.33	-6	7	-1.3	5
Cc1nn(-c2ccccc2)c(Cl)c1/C=N/NC(=O)c1ccco1	15	3	1516	1	16	13	·	·	9	0.4	0
O=C(Nc1ccc(N2CCCC2)c(Cl)c1)c1ccc([N+](=O)[O-])o1	5	6	1929	0.9	15	16	0.27	-1	18	-1.6	101*
COc1ccc(Cl)cc1NC(=O)CNc1ccccc1F	-1	6	1590	0.9	-8	-9	·	-10	-6	0.4	-2
Cc1nnc(SCC(=O)N/N=C/c2cn(-c3ccccc3)nc2-c2ccccc2)n1-c1ccccc1	-4	-2	1460	1	-7	-3	·	·	7	-0.2	0
CSc1nc2ncc3c(n2n1)CC1c2ccccc2CCN1C3=O (stereo not given)	13	3	1564	1	7	8	·	·	2	3.7	6
CC(Sc1nc2ccccc2s1)C(=O)NC1CCCc2ccccc21 (stereo not given)	4	0	1529	1	5	6	·	-4	2	0.5	22

Of the compounds above, 2 contain a thiophene ring, fused or not.
SMILES	PPARg SRC-3 ag	bIAP inh	TR-FRET SRC-2 ct	bIAP act	PPARg SRC1 recr	PPARg SRC2 recr	ROMK primary	S1P3 antag	TLR4 MyD88 comp	DTT redox prof	L major viab
COc1ccc(OC)c(CCNC(=O)CSc2ccsc2[N+](=O)[O-])c1	4	0	1450	1	-5	2	-0.086	5	3	-1.6	6
CCCCc1nc2sc3c(SCC(=O)NCc4ccco4)ncnc3c2c2c1CCC2	10	2	1710	1	22*	7	·	·	8	2.6	1

(cont.)
SMILES	PPARg SRC-3 ag	bIAP inh	TR-FRET SRC-2 ct	bIAP act	PPARg SRC1 recr	PPARg SRC2 recr	ROMK primary	S1P3 antag	TLR4 MyD88 comp	DTT redox prof	L major viab
CCOC(=O)C1CCN(S(=O)(=O)c2ccc(C(=O)OC)cc2)CC1	-6	10	1496	0.9	-4	-3	0.1	-15	8	0.3	0
O=C(CNC(=S)N(Cc1ccc(F)cc1)C1CCCCC1)NC1CC1	0	6	1455	0.9	4	3	0.059	·	-2	0.1	3
Fc1ccc(NC(=S)NCc2ccc3c(c2)OCO3)cc1	-4	-3	1443	1	3	-6	-0.25	-3	-7	0.5	23
Cc1cc(C)cc(C(=O)N2CC(=O)Nc3ccccc32)c1	7	14	1511	0.9	2	1	2.2	·	-1	-0.1	13
COC(=O)c1c(-c2ccco2)csc1NC(=O)C1CC=CCC1C(=O)O (stereo not given)	12	1	1789	1	7	13	·	-1	8	1.4	-4
CCN(CC)c1ccc(NC(=O)Nc2ccccc2C(F)(F)F)cc1	9	1	1514	1	12	10	·	·	6	3.4	0
CN(C)CCNc1nc2c(c(=O)[nH]c(=O)n2C)n1CC(O)COc1ccc(Cl)cc1 (stereo not given)	2	4	1559	1	0	-2	0.35	-2	9	3.1	0
CCCC(C)C(=O)Nc1ccncc1 (stereo not given)	7	16	1537	0.8	7	7	·	·	7	0.4	-5
COc1ccc(Br)cc1S(=O)(=O)NCCN1CCOCC1	1	-7	1393	1.1	-3	0	0.025	-12	3	0.3	2
CCCCNS(=O)(=O)c1ccc2nc(-c3cccs3)cc(C(=O)NCC(OC)OC)c2c1	3	6	1825	0.9	6	5	-1.9	2	6	0.8	-3
CCc1cc2c(=O)[nH]c(N3CCOCC3)nc2s1	-4	16	1526	0.8	5	3	-0.07	·	8	0.7	-2
COc1ccc(-c2cc(C(F)(F)F)n3nc(C(=O)NCCCN4CCOCC4)cc3n2)cc1	-2	-1	1374	1	-1	0	-0.72	-3	5	-1.1	57*
Cc1cc(Br)ccc1OCCCCNCCO	-4	4	1423	1	2	6	·	·	0	2.8	86*
O=C(Nc1nccc(-c2cccs2)n1)c1ccccc1Cl	0	5	1373	1	0	4	·	·	2	2.3	4
CSC(=S)N(C)C1CCS(=O)(=O)C1 (stereo not given)	1	14	1430	0.9	-5	4	·	1	10	0.0	0
CC(C)(CCl)C(=O)Nc1ccc(C(F)(F)F)cc1	2	-2	1722	1	2	2	·	3	2	0.0	3
COc1ccc(Cl)c(NC(=O)Nc2c(C)n(-c3ccccc3)c(=O)n2C)c1	1	8	1654	0.9	3	2	·	-7	-16	0.5	3
Cc1ccc(S(=O)(=O)NC(CC(C)C)C(=O)N2CCC(C)CC2)cc1 (stereo not given)	3	-5	1675	1	-7	-3	-0.67	-4	-13	0.3	5
Cc1ccccc1C(=O)NC(C)C(c1cccs1)N1CCOCC1 (stereo not given)	-10	8	1453	0.9	-2	-10	·	·	-2	-0.8	-7
COc1cccc(CNC23CC4CC(CC(C4)C2)C3)c1OCc1ccccc1	1	-12	1588	1.1	6	6	-3.5	-9	-9	-0.5	92*
Nc1cc(-c2ccc(Br)cc2)nn1S(=O)(=O)c1cccc2nsnc12	3	13	1674	0.9	-2	-10	·	·	-4	-0.5	14
Cc1c(C)n(C)c2ccc(C(=O)NCc3cccs3)cc12	2	24	1615	0.8	8	6	·	28	0	-1.4	-2
CC(C)(CNC(=O)c1cc2ccccc2o1)N1CCOCC1	-6	9	1639	0.9	-2	-1	·	-21	4	-0.1	17
CCc1ccc(OCc2nnc(SCC(=O)N3CCOCC3)o2)cc1	4	2	1498	1	6	6	-0.42	15	2	-0.9	-9
